Screening data deposited in PubChem BioAssay by several laboratories.
RGS8-Gao – regulators of human RGS8-Galphao interaction | P09471 | multiplexed bead flow cytometry, RGS8-Galphao binding; actives lie on both sides | response (percent of control binding), % at 10 µM | 0.34% of 220,000 active | AID 1423; in the data active = response below about 60% or above about 140%; inactive = in between;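 note: Galphao activated as the GDP aluminium fluoride complex binding bead-coupled RGS8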
Target sequence (P09471 whole entry, looked up): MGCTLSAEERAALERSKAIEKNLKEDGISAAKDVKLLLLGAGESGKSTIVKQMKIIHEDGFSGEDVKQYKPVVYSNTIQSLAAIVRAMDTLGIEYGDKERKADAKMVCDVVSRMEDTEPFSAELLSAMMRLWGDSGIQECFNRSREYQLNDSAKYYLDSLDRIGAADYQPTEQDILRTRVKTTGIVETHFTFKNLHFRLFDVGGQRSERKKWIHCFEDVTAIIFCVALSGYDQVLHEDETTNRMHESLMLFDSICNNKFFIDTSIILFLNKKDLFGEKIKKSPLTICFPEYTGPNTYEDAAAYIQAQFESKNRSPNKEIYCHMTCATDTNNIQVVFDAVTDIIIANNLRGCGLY
Mcl1-Bid inh – disrupts binding of human Mcl-1 to Bid peptide; Q07820; TR-FRET Mcl-1/Bid-Dy647 peptide binding, 1536-well; inhibition, % at 21.7 µM; 0.97% of 220,000 active;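 active = compounds that cut the binding signal by more than half at the single screening dose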;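 note: His-tagged Mcl-1 with europium anti-His antibody binding Bid BH3 peptide; 0% = Mcl-1 plus peptide wells and 100% = peptide-only wells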
Target sequence (Q07820 whole entry, looked up): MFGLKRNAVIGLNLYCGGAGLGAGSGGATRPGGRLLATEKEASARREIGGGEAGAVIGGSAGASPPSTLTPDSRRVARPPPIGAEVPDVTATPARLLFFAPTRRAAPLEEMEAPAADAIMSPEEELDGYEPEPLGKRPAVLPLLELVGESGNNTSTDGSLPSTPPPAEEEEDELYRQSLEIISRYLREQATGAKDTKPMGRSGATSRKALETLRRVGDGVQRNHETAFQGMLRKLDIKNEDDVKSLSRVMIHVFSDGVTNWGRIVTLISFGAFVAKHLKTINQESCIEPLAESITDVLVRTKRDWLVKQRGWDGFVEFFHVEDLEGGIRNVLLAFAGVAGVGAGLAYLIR
Rac1 act GTP bind – human Rac1 activated mutant GTP binding change | AID 764 | 0.11% of 190,000 active | GST-Rac1 activated beads, fluorescent GTP binding, flow cytometry; actives lie on both sides; 100% means binding = to untreated wells | percent activity (GTP binding), % at 10 µM;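 active = GTP binding at least 20 percentage points away from the 100% baseline, in either direction, so actives lie on both sides; inconclusive = Compound likely fluorescent itself, or too few beads counted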
HRas wt GTP – modulators of GTP binding to human HRas wildtype; AID 759; 0.14% of 190,000 active; GTP binding activity, % at 10 µM; GST-Ras wt beads, Bodipy-FL-GTP binding, flow cytometry; actives lie on both sides; P01112;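 active = GTP binding activity at least 20% away from the 100% baseline, either lowered as inhibitor or raised as activator; inconclusive = flagged as likely green fluorescent, judged across all proteins in the well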;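 note: 0% = unlabeled GTP competition control and 100% = no-compound control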
Target sequence (P01112 whole entry, looked up): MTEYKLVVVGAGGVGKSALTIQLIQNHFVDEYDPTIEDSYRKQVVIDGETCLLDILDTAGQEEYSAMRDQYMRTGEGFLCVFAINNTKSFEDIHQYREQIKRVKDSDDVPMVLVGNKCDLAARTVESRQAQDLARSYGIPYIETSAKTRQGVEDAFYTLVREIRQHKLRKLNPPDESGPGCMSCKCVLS
Rab2A wt mod – changes GTP binding to wildtype dog Rab2A, up or down. GTP binding activity, % at 10 µM. P61105. AID 760. GST-Rab2 wt beads, Bodipy-GTP binding, flow cytometry. 0.19% of 190,000 active;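 active = GTP binding activity at least 20 points away from 100%, either lowered or raised; inconclusive = signal likely due to the compound's own green fluorescence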;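 note: 0% = beads with excess unlabeled GTP and 100% = no-compound control corrected for plate trend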
Cdc42 wt GTP – human Cdc42 wildtype GTP binding change, either direction | P60953 | AID 761 | percent activity (GTP binding), % at 10 µM | 0.2% of 190,000 active | GST-Cdc42 beads, Bodipy-GTP binding, flow cytometry; actives lie on both sides;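 active = percent activity GTP binding at least 20 points away from the 100% baseline, either down as inhibitor or up as activator; inconclusive = compound flagged as likely green fluorescent from well-wide comparison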;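 note: median bead fluorescence of bound Bodipy-FL-GTP at 100 nM; 0% = excess unlabeled GTP control and 100% = no compound control; below 100% means less GTP binding so inhibitor and above means activator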
Target sequence (P60953 whole entry, looked up): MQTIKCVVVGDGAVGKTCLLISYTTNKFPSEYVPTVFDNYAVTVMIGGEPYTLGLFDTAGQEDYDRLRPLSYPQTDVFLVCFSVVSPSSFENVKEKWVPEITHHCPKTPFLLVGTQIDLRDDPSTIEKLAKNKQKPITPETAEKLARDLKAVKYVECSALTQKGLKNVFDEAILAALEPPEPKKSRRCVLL
Rac1 wt GTP bind – alters GTP binding to wildtype human Rac1; GST-Rac1 beads, fluorescent GTP binding, flow cytometry; actives lie on both sides; 0 = cold GTP competed, 100 = untreated; 0.27% of 190,000 active; P63000; GTP binding activity (% of control), % at 10 µM;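 active = GTP binding activity at least 20 points away from the 100% control level, either lower or higher; inconclusive = compound flagged as likely green fluorescent, judged across all proteins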
Mcl1 Noxa PPI – Mcl-1/Noxa interaction inhibition; inhibition, % at 21.7 µM; Q07820; 1.5% of 220,000 active; AID 1022; TR-FRET Mcl-1/Noxa peptide binding, 2 h;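 active = compounds that cut the protein-peptide binding signal by more than 50% relative to plate controls in a single-dose test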;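 note: His-tagged Mcl-1 with rhodamine Noxa BH3 peptide and terbium anti-His antibody; 0% = Mcl-1 plus Noxa peptide wells and 100% = peptide-only wells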
Rab7 wt GTP bind – dog Rab7 wildtype GTP binding, inhibitors and activators; 0.055% of 190,000 active; GTP binding activity (percent of control), % at 10 µM; GST-Rab7 beads, fluorescent GTP binding, flow cytometry; actives lie on both sides; untreated = 100%, excess cold GTP = 0%; AID 758;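 active = fluorescent GTP binding to Rab7 beads changed by at least 20 points from the 100% baseline, either direction, mostly lower; inconclusive = compound itself probably fluorescent, or too few beads counted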;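 note: median green fluorescence of bound Bodipy-FL-GTP per Rab7 bead population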
Bim-Mcl-1 – inhibitors of Bim-Mcl-1 interaction, human | 0.1% of 190,000 active | AID 1009 | Bead-based flow cytometry, Bim peptide-Mcl-1 binding | inhibition, % at 10 µM | Q07820; in the data active = inhibition above about 40%;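 note: 0% = no compound tracer wells and 100% = peptide blocker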
Pf gamet viab – P. falciparum stage V gametocyte viability inhibition | P. falciparum stage V gametocytes, ATP luminescence, 24 h | inhibition, % at 10.9 µM | 0.065% of 150,000 active | AID 743093;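 active = inhibition above the mean plus 3 SD of compounds within the control limits, set per campaign, cut at about 38% in these data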;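 note: 0% = DMSO wells and 100% = medium only without gametocytes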
Numbers without * were called inactive; ? = inconclusive; nt = not tested or not shown; [ ] = remark or other dose.

Compound	RGS8-Gao	Mcl1-Bid inh	Rac1 act GTP bind	HRas wt GTP	Rab2A wt mod	Cdc42 wt GTP	Rac1 wt GTP bind	Mcl1 Noxa PPI	Rab7 wt GTP bind	Bim-Mcl-1	Pf gamet viab
Cc1nnsc1C(=O)Nc1ccc(Cl)cc1Cl	102	9	98	98	103	97	99	6	103	-8	nt
O=C(O)COc1ccccc1/C=C1\SC(=S)N(/N=C/c2ccccc2O)C1=O	105	-3	95	93	90	93	93	24	98	-5	nt
COc1cc(NC(=O)Cn2c(=O)n(-c3cccc(C)c3)c(=O)c3c(C)c(C)sc32)cc(OC)c1	103	-18	97	98	96	100	101	-11	96	-4	-28
CCCC(c1nnnn1C(C)(C)C)N1CCN(Cc2ccccc2)CC1 (stereo unspecified)	105	-22	95	98	98	97	100	14	101	-3	2
O=C(CNC(=O)c1ccccc1)OCc1nnc(-c2ccc(Cl)cc2)o1	95	-24	95	98	99	96	96	16	101	-3	9
O=C1CC(c2ccccc2)CC(O)=C1C=NCC1CCCO1 (stereo unspecified)	100	3	98	101	99	105	106	-6	101	-3	nt
O=C(O)c1cccc(S(=O)(=O)NCC2CCCO2)c1 (stereo unspecified)	100	-4	96	99	98	96	93	-9	99	0	nt
C/C(=N/NC(=O)c1ccc(C)nc1)c1ccc2c(c1)CCCC2	104	-23	96	99	97	101	101	16	96	0	nt
Cc1nonc1OCCNCCNc1ccccc1[N+](=O)[O-]	99	-25	96	97	97	98	97	1	100	-3	8
CCC(OC(=O)c1nsc(Cl)c1Cl)C(=O)NCc1ccco1 (stereo unspecified)	92	-64	100	98	98	98	99	-23	100	0	0
CCC(=O)NC(O)C(=O)c1ccc(C)cc1 (stereo unspecified)	100	1	95	95	93	93	95	11	95	-1	nt
Cc1ccc(C2=CSC3=NCCN23)c(C)c1	105	-20	99	101	99	100	103	19	102	0	nt
CCCn1c(NCc2c[nH]c3ccccc23)nc2ccccc21	143*[activator]	-48	101	103	105	103	106	31	104	-2	-2
CCSc1ncc(C#N)c(=O)[nH]1	102	16	95	98	98	99	97	24	96	0	-3
CC(OC(=O)c1nn(C)c(=O)c2ccccc12)C(=O)NCc1ccc2c(c1)OCO2 (stereo unspecified)	100	-32	94	98	95	97	100	-10	98	0	nt
Cc1oc(-c2ccccc2)nc1C(=O)N1CCN(c2ccc(F)cc2)CC1	100	-30	93	94	94	92	93	15	92	-2	-8
COc1ccc(-c2cc(C(F)(F)F)nc(SCC(N)=O)n2)cc1	97	-3	100	102	103	103	102	9	102	-1	nt
O=c1cc(CSc2n[nH]c(-c3ccncc3)n2)nc2sccn12	97	-48	94	97	97	97	97	47	102	-1	-2
Cc1cc(C)cc(NC(=S)N(CCN(C)C)Cc2cccs2)c1	92	-40	98	102	100	99	98	6	102	-1	-4
N#Cc1cn(CCCOc2ccccc2)c2ccccc12	99	6	95	99	97	99	101	1	94	-2	nt

Additional records.
Compound	RGS8-Gao	Mcl1-Bid inh	Rac1 act GTP bind	HRas wt GTP	Rab2A wt mod	Cdc42 wt GTP	Rac1 wt GTP bind	Mcl1 Noxa PPI	Rab7 wt GTP bind	Bim-Mcl-1	Pf gamet viab
CC1CCCC(C)N1C(=O)COc1ccccc1F (stereo unspecified)	104	12	98	99	98	103	99	-7	95	2	nt
Cc1ccc2nc3c(c(C(=O)OC4CCOC4=O)c2c1)CCCC3 (stereo unspecified)	101	-11	96	98	100	97	91	6	103	0	1
Cc1nc(-c2ccc(C(=O)Nc3cccc(Br)c3)cc2)cs1	98	-26	98	99	99	93	97	-5	103	21	nt
COc1ccc(/C=N/OCC(=O)N=Nc2c(O)[nH]c3ccc(Br)cc23)cc1OC	104	38	?	?	?	?	?	3	?	-4	-26
Cc1[nH]c2ccccc2c1-c1ccc(Cl)nn1	100	-38	97	96	95	96	100	2	94	-2	-38
CCN1CCN(c2ncc(C(=O)Nc3ccccc3C(=O)OC)c3ccccc23)CC1	119	-7	95	97	98	98	101	21	99	-6	nt
COc1ccc(CCN2CC(C(=O)Nc3ccc4c(c3)OCO4)CC2=O)cc1OC (stereo unspecified)	99	-3	97	96	97	96	100	15	98	-1	-12
O=C(Cn1nc(C(F)F)cc1C(F)F)NNC(=S)Nc1ccc(F)cc1	97	-31	96	96	97	97	96	-22	97	-10	nt
CC1(C)Cc2cccc(OCC(=O)NCCOc3ccccc3)c2O1	103	-33	96	102	103	97	101	17	101	2	-49
CCOC(=O)NC(NC(=S)Nc1ccc(OCC)cc1)C(Cl)(Cl)Cl (stereo unspecified)	104	-21	99	97	97	102	104	15	99	-3	26
c1ccc(-c2noc(C34CC5CC(CC(C5)C3)C4)n2)nc1	98	-8	98	99	99	102	101	-5	102	-1	1
Cc1nnc(SCC(=O)Nc2c(Cl)cccc2Cl)[nH]c1=O	93	3	101	101	104	102	105	9	98	-2	nt
Cc1ccc(C(=O)Oc2ccccc2N2C(=O)C3CCC(C)CC3C2=O)cc1 (stereo unspecified)	97	-8	98	100	100	102	102	-14	100	-3	nt
CCC(C)OC1OC(CO)C(O)C(O)C1NC(C)=O (stereo unspecified)	99	10	99	97	98	98	99	8	96	0	5
Cc1ccc(C)c(N(CC(N)=O)S(C)(=O)=O)c1	102	4	71*	74*	72*	75*	67*	-3	78*	-5	nt
Oc1c(Br)cc(Br)cc1/C=N/N1CCN(Cc2ccccc2)CC1	101	-9	98	99	98	99	98	20	100	-4	-7
COc1ccc(S(=O)(=O)N(Cc2ccc(OC)c(OC)c2)Cc2ccco2)cc1	100	-4	101	100	100	100	101	6	99	-2	21
N#C/C(=C/c1ccncc1)c1nc2ccccc2s1	100	-16	93	95	95	94	93	9	101	1	8
COc1ccc(Cl)cc1NS(=O)(=O)c1cc(Cl)ccc1OC	91	0	99	99	101	102	107	5	102	23	19
CC1CCC/C(=N\NC(=O)COc2ccc(Cl)cc2Cl)C1 (stereo unspecified)	100	-12	96	100	101	98	100	-8	100	0	nt

(cont.)
Compound	RGS8-Gao	Mcl1-Bid inh	Rac1 act GTP bind	HRas wt GTP	Rab2A wt mod	Cdc42 wt GTP	Rac1 wt GTP bind	Mcl1 Noxa PPI	Rab7 wt GTP bind	Bim-Mcl-1	Pf gamet viab
CCCC(=O)c1c(NC(C)C)cc(C)oc1=O	109	-5	100	103	105	104	104	20	102	4	-1
O=C(COC(=O)c1ccc(NS(=O)(=O)c2cccs2)cc1O)NCc1ccccc1	107	2	93	89	92	90	86	2	93	1	14
Cc1cc2ncn(C3CC(=O)N(C)C3=O)c2cc1C (stereo unspecified)	96	-16	99	100	100	101	99	-2	100	-2	-9
CC1(C)CC(=O)c2cnc(NCC3CCCO3)nc2C1 (stereo unspecified)	102	-4	100	101	99	103	106	0	100	4	-18
Cc1ccc(C2=NC(C)(C)NC2=O)cc1	103	-11	99	100	102	100	100	-18	103	0	nt
COc1ccc(C(=O)/C=C2/c3ccccc3CC(C)(C)N2C)cc1OC	100	-35	101	101	99	100	104	13	103	-1	17
Cc1cc(C)nc(NC(=O)NS(=O)(=O)Nc2ccc(Br)cn2)n1	101	-5	98	98	96	102	100	4	94	-3	nt
O=C(CSCc1ccc(F)cc1)NCc1cccs1	100	-21	97	104	102	103	102	7	108	0	-1
Cc1cc(NC(=O)CSc2nnnn2-c2ccccc2)no1	104	-14	98	99	98	99	100	16	100	-1	-1
Cc1cc(C(=O)c2ccc(C(C)(C)C)cc2)c(NC(=O)CCl)s1	98	2	102	101	103	96	104	14	103	-5	4
S=C1NCCOCCOCCOCCNC(=S)N2CCOCCOCCN1CCOCCOCC2	95	-32	97	104	101	97	105	-4	106	-2	11
O=C(NC1CCCCC1)C1CCCN(c2nnnn2-c2ccccc2)C1 (stereo unspecified)	101	-7	94	96	94	96	98	1	95	-1	nt
CCn1c(COc2ccc(Cl)c(C)c2)nnc1SCC(=O)N1CCCC1	102	-2	101	103	102	104	103	9	103	1	nt
O=C(NCCc1ccccc1)C1CCN(S(=O)(=O)c2ccc(-n3cnnn3)cc2)CC1	103	-9	93	97	95	97	95	18	94	8	nt
COc1ccc(C/C(C)=N/NC(=O)c2ccc(Cl)cc2)cc1	96	-8	98	100	98	94	96	12	106	3	10
CCOC(=O)N1CCN(C(=S)NC(=O)c2nn(C)cc2Br)CC1	98	-42	98	101	102	99	102	5	106	0	nt
N=C1c2c(cc(=O)n3c2[nH]c2ccccc23)CN1CCN1CCOCC1	99	-32	95	98	96	98	96	50	108	1	-8
CN(C)S(=O)(=O)c1ccc(N2CCOCC2)c(C(=O)O)c1	102	-19	99	99	98	99	100	-13	98	0	15
Nc1cc2ccccc2oc1=O	105	-37	102	104	101	105	107	4	99	-1	nt
CCn1c(-c2cccnc2Cl)nc2ccccc21	102	-1	97	97	99	97	97	8	100	-5	0

The list continues:
Compound	RGS8-Gao	Mcl1-Bid inh	Rac1 act GTP bind	HRas wt GTP	Rab2A wt mod	Cdc42 wt GTP	Rac1 wt GTP bind	Mcl1 Noxa PPI	Rab7 wt GTP bind	Bim-Mcl-1	Pf gamet viab
CCOc1ccc(C(=O)N/N=C/c2cc([N+](=O)[O-])cs2)cc1	105	-8	95	99	96	98	101	29	97	-2	-22
N=c1n(Cc2ccccc2)c2ccccc2n1CC(O)c1ccco1 (stereo unspecified)	99	-7	100	100	98	101	108	21	96	-8	nt
Cc1nc(N2CCOCC2)c(C#N)c(C)c1Br	100	-20	96	103	100	98	103	-6	103	-8	nt
C/C(=N\Nc1ncc(Cl)cc1Cl)c1ccc2c(c1)OCO2	104	-26	95	99	97	99	101	11	98	-4	-4
Cc1ccccc1NC1=NC(=S)N(c2ccccc2)C12CCCCC2	102	-8	103	101	101	102	105	0	100	-6	nt
O=C(NNS(=O)(=O)c1ccc(Cl)cc1)c1cnn(-c2ccccc2)c1-n1cccc1	102	-16	96	100	97	101	99	5	99	-1	nt
O=C(CSCc1nc2ccccc2[nH]1)Nc1ccc(Oc2ccccc2)cc1	102	3	98	97	95	99	102	15	97	-4	20
Cc1ccc2cc(CN(Cc3ccco3)C(=O)c3cccs3)c(=O)[nH]c2c1	97	-5	99	101	101	102	99	22	103	0	nt
COC(=O)c1c(C(=O)OC)c(-c2ccccc2)n2c1CCC2	101	-2	99	99	100	101	100	-1	98	-1	nt
Cc1ccc(C2CC(=O)c3cnc(NC(=O)c4ccco4)nc3C2)cc1 (stereo unspecified)	101	6	98	101	103	102	106	3	101	-5	nt
Cc1nc(NCc2ccccc2)[nH]c(=O)c1CCC(C)C	100	-19	101	105	103	107	110	-4	105	4	nt
COc1ccc(CNC2CCCCC2)cc1	100	64*	?	?	?	?	?	13	?	-1	5
COC(=O)C1CCN(C(=O)CCC2CCCCC2)CC1	99	-39	97	97	95	95	98	-16	95	3	14
